# Source: PubChem (Broad Institute)
# DENV2 CPE rescue – inhibitors of DENV2 cytopathic effect; DENV2-infected cells, cytopathic effect rescue, plate reader; CPE inhibition, % at 9.99 µM; 1.7% of 350,000 active; AID 651640; in the data active = CPE inhibition above about 20%, passing the limit was not always enough; inconclusive = no clear call, values can overlap the other calls; tested in BHK-21 cells;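 note: 0% = median of neutral control wells and 100% = median of positive control wells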
# Casp6 inh – caspase-6 (human) enzyme inhibition; purified caspase-6, Z-VEID-R110 cleavage fluorescence; inhibition, % at 12.5 µM; 0.53% of 350,000 active; AID 686996;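 active = mean inhibition across replicates at least about 35%, with every replicate also reaching that limit, limit read from the data; inconclusive = only one of the two criteria met; inactive = neither criterion met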;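 note: 0% = median of neutral control wells and 100% = no fluorescence left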
# ERAP1 inh – inhibitors of human ERAP1 aminopeptidase | recombinant ERAP1, Leu-AMC fluorescence, 60 min | inhibition, % at 10.7 µM | 0.15% of 340,000 active;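 active = mean replicate inhibition of at least 30%, or all replicates individually reaching that 30% level; inactive = mean below 30% and not every replicate reaching it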;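 note: 0% = neutral control wells and 100% = L-leucinethiol positive control wells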
# Target sequence (Q9NZ08 whole entry, looked up): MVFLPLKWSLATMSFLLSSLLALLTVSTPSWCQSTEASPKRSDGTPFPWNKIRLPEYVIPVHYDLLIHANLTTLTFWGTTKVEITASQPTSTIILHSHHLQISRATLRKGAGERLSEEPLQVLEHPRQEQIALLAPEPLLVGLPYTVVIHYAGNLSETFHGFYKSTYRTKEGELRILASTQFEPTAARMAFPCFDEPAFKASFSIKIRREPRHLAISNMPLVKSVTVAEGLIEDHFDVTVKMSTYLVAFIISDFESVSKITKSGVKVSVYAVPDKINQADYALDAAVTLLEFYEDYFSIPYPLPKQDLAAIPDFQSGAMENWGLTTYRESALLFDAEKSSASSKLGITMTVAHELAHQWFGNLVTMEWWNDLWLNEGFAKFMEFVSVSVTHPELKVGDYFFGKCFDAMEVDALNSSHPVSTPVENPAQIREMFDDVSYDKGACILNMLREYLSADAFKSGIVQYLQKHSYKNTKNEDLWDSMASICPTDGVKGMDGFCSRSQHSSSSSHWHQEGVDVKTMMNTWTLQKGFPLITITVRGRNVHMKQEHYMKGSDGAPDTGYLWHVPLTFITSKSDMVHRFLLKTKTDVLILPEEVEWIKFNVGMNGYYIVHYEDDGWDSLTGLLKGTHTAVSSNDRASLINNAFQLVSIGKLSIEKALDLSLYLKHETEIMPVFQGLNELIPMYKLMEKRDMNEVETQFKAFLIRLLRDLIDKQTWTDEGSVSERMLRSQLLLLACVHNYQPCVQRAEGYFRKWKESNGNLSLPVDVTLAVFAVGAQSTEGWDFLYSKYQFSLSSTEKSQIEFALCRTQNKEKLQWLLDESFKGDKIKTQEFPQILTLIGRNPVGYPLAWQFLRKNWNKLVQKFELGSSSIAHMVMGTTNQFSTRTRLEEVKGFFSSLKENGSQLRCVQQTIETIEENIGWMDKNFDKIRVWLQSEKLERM
# F508del corr – CFTR F508del correction in bronchial cells. AID 720511. CFBE cells, YFP halide quenching; stimulated with forskolin plus potentiator P3; % fluorescence drop versus neutral controls. 0.36% of 350,000 active. activity (quench increase), % at 7.58 µM;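 active = mean added fluorescence quench of at least 8% versus neutral control, with both replicates also reaching 8%; inconclusive = only one of the mean or replicate conditions met; inactive = mean below 8% and not both replicates reaching 8%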;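 note: cells transiently co-express mutant CFTR-F508del with the halide-sensitive YFP; corrector assay measuring rescue of mutant channel to the surface after 24 h compound exposure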
# miR122 inh – miR-122 inhibition in Huh7 cells; 0.3% of 340,000 active; activation (reporter increase), % at 12.5 µM; Huh7 miR-122 Renilla luciferase sensor, 48 h; neutral wells = 0, positive control = 100;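 active = mean replicate activation score at least 90 and every replicate individually at or above 90; inconclusive = only one of the two criteria met; inactive = neither criterion met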;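 note: higher luciferase means less miR-122 activity so hits act as miR-122 inhibitors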
# ERp5 block – ERp5 (human) disulfide isomerase inhibition. ERp5 insulin aggregation, absorbance 650 nm, 90 min. 0.05% of 350,000 active. inhibition, % at 9.99 µM. Q15084;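 active = mean replicate inhibition above about 25%, with every replicate also reaching it, limit read from the data, passing the limit was not always enough; inconclusive = only one of those two criteria met; inactive = neither criterion met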
# SIRT5 block – inhibitors of human sirtuin-5 desuccinylase | Q9NXA8 | Purified SirT5, succinyl-peptide AMC, trypsin-coupled fluorescence | inhibition, % at 15 µM | 1.1% of 330,000 active; in the data active = inhibition above about 15%; inconclusive = no clear call, values can overlap the other calls
# * marks the source's active call; other numbers are inactive results; ? = inconclusive; . = no result given; & = joins results of further samples; [ ] = another dose, or the depositor's remark.
SMILES,DENV2 CPE rescue,Casp6 inh,ERAP1 inh,F508del corr,miR122 inh,ERp5 block,SIRT5 block
O=S(=O)(c1ccccc1)N1C[C@@H]2[C@H](c3ccccc31)[C@@H](CO)N2Cc1ccccc1,5,-1,2,0.2,-3[16.7 µM],1,1
CC(=O)Nc1ccc(NC(=O)c2ccccc2N(Cc2ccccc2)S(C)(=O)=O)cc1,-1,-4,2,0.9,-4,2,-2
O=C(N1CCOCC1)N1CCN(S(=O)(=O)c2ccc(Cl)cc2)CC1,?,-3,-6,-2.1,2,2,-3
C[C@H]1CN([C@@H](C)CO)C(=O)Cc2cc(NC(=O)C3CCCCC3)ccc2O[C@@H]1CN(C)Cc1ccc(C(F)(F)F)cc1,39*,-1,1,-0.8,0[16.7 µM],-4,2
Cc1ccc(-n2c(SCC(=O)Nc3ccc4c5c(cccc35)CC4)nc(O)cc2=O)cc1,-4,3,3,0.6,.,0,-1
CCc1ccc(NC(=S)/N=C(\N)Nc2nc(C)c3cc(CC)ccc3n2)cc1,-6,-1,-2,2.5,.,3,-4
CN(C)S(=O)(=O)c1cccc(NC(=O)c2ccc3c(c2)OCCO3)c1,4,1,2,1.7,.,-7,2
CCn1c(Cc2ccc(OC)cc2)nnc1SCC(=O)NC1CC1,4,-1,2,0.0,1,2,-2
COc1cc(C(=O)N/N=C/c2ccc3c(c2)c2ccccc2n3C)ccc1O,-7,-3,-2,3.8,1,1,-2
CCOC(=O)CCCc1ccc(/C(C)=N/NC(N)=S)cc1,-8,3,0,2.7,.,.,-1
O=C(COc1ccc2ccccc2c1)NCC1CCCO1 (configuration not stated),-3,0,-5,3.5,-2,-2,1
CO[C@@H]1CN(C)C(=O)c2cc(NC(=O)C3CCOCC3)ccc2OC[C@@H](C)N(C(C)=O)C[C@@H]1C,-6,7,-4,0.8,14[16.7 µM],1,-6
CN1C(=O)c2cc(NC(=O)c3ccc(F)c(F)c3)ccc2OC[C@@H]2O[C@H](CC(=O)N3CCCCC3)CC[C@H]21,-1,0,-6,0.6,-3[16.7 µM],-6,4
COc1ccc(C)cc1NC(=O)NC1CCCc2ccccc21 (configuration not stated),2,1,1,-1.2,1,8,-7
CC(C)C(NC(=O)C(Cc1ccccc1)NC(=O)OCc1ccccc1)C(=O)O (configuration not stated),-1,-2,-8,3.0,.,2,.
COc1ccc(CCNC(=O)CCS(=O)(=O)c2ccc3c(c2)NC(=O)CS3)cc1OC,-4,2,1,0.0,-5,4,-5
COc1ccc(S(=O)(=O)N[C@@H]2C=C[C@H](CC(=O)N3CCN(c4ccccc4)CC3)O[C@@H]2CO)cc1,-2,1,1,2.0,.,-4,5
COCCCN1C(=O)C(=O)/C(=C(/O)c2ccc(S(=O)(=O)N3CCOCC3)cc2)C1c1cccc(Cl)c1 (configuration not stated),-8,-1,2,3.3,-1,0,2
Clc1ccccc1CNCC1CCCO1 (configuration not stated),-3,0,6,0.6,-5,1,3
O=C(NCCN1CCOCC1)c1cc(-c2ccc(F)cc2)nc2ccccc12,-3,1,5,-0.9,-2,2,0

# Gathered by group, the entries above containing an aryl methoxy group
SMILES,DENV2 CPE rescue,Casp6 inh,ERAP1 inh,F508del corr,miR122 inh,ERp5 block,SIRT5 block
CCn1c(Cc2ccc(OC)cc2)nnc1SCC(=O)NC1CC1,4,-1,2,0.0,1,2,-2
COc1cc(C(=O)N/N=C/c2ccc3c(c2)c2ccccc2n3C)ccc1O,-7,-3,-2,3.8,1,1,-2
COc1ccc(C)cc1NC(=O)NC1CCCc2ccccc21 (configuration not stated),2,1,1,-1.2,1,8,-7
COc1ccc(CCNC(=O)CCS(=O)(=O)c2ccc3c(c2)NC(=O)CS3)cc1OC,-4,2,1,0.0,-5,4,-5
COc1ccc(S(=O)(=O)N[C@@H]2C=C[C@H](CC(=O)N3CCN(c4ccccc4)CC3)O[C@@H]2CO)cc1,-2,1,1,2.0,.,-4,5

# Next entries:
SMILES,DENV2 CPE rescue,Casp6 inh,ERAP1 inh,F508del corr,miR122 inh,ERp5 block,SIRT5 block
O=C1ON=C(c2ccc([N+](=O)[O-])cc2)/C1=C/c1ccccc1O,-3,32,3,-0.1,.,-4,8
C[C@@H]1CN([C@@H](C)CO)C(=O)CCCn2nncc2CO[C@@H]1CN(C)C(=O)Nc1ccc(-c2cccs2)cc1,?,-2&1,2&1,0.4&2.5,-2,4&-1,1&0
O=C(NCc1cccnc1)c1ccc(COc2ccccc2Cl)o1,.,-1,0,3.4,.,2,0
O=C(CNS(=O)(=O)c1ccc(Cl)cc1)N1CCN(c2ccc(F)cc2)CC1,3,3,0,-2.0,-14,-4,0
CC(C(=O)Nc1ccc(S(=O)(=O)N2CCOCC2)cc1)N1C(=O)C2CC=CCC2C1=O (configuration not stated),-2,0,0,1.3,5,5,13
COCC(=O)N1C[C@H]2[C@@H](c3ccccc31)[C@@H](CO)N2C(=O)C1CCCC1,8,4,-1,3.7,-20[16.7 µM],1,-8
Cc1ccc2c(c1C)OC(=O)CC2c1ccccc1 (configuration not stated),-1,0,-2,-4.8,.,-1,-2
CCOc1ccc(C2C(C(=O)NC)=C(C)Nc3nc4ccccc4n32)cc1OC (configuration not stated),?,2,.,2.3,9,-2,.
COc1cccc(CN2CCN(CC(=O)NCCc3ccccc3)CC2)c1,-3,8,8,0.2,12,4,10
OC(c1ccc(F)cc1)c1nc(-c2ccoc2)cs1 (configuration not stated),?,5,-8,-0.7,-6,2,-30
C[C@@H]1CN([C@H](C)CO)C(=O)Cc2cc(NC(=O)Nc3cccc4ccccc34)ccc2O[C@H]1CN(C)S(=O)(=O)c1cccs1,-4,.,.,-2.8,-2[16.7 µM],.,.
O=C(Nc1ccc(S(=O)(=O)N2CCCCC2)cc1)C1CC(=O)N(c2ccc(Cl)cc2)C1 (configuration not stated),1,-2,-6,0.3,-5,12,-3
O=C(N[C@@H](Cc1ccccc1)C(=O)OCc1ccccc1)c1nc[nH]c1C(=O)N[C@@H](Cc1ccccc1)C(=O)OCc1ccccc1,?,-7,0,0.3,-2,-3,2
Cc1oc(-c2cccc(C(F)(F)F)c2)nc1CN1CCOCC1,-10,-3,2,-0.3,-5,0,-6
COc1ccc2c3c([nH]c2c1)[C@H](CO)N(C(=O)c1cccc(F)c1)CC31CCN(S(=O)(=O)c2cccs2)CC1,-3,.,.,1.8,.,4,7
CC(CCc1ccc(O)cc1)NC1c2ccccc2-c2ccccc21 (configuration not stated),-2,0,-2,3.2,0,-1,0
COc1cc(C)nc(N(Cc2ccccc2)S(=O)(=O)c2ccc(C)cc2)n1,.,2,.,-0.9,8,1,-4
COc1ccc(C(=O)Nc2ccc3c(c2)OC[C@H](C)NC[C@@H](C)[C@H](OC)CN(C)C3=O)cc1,-5,-3,-3,0.0,17[16.7 µM],5,-1
O=C(CN1CCN(Cc2ccccc2Cl)C1=O)NCc1ccccn1,-2,-1,0,-1.4,.,6,0
COc1ccccc1C(=O)N/C(=C\c1cn(C)c2ccccc12)C(=O)NCCCN1CCOCC1,19,-1,0,-1.1,-3,3,-2
O=C(C[C@H]1C=C[C@@H](NC(=O)Nc2ccc3c(c2)OCO3)[C@@H](CO)O1)NCc1ccc(Cl)cc1,-8,2,6,-0.5,.,.,1
CC(=O)N1[C@@H]2c3ccc(-c4ccccc4F)c(=O)n3C[C@H]1[C@H](CO)[C@H]2C(=O)NC1CCC1,-5,3,5,0.8,8[16.7 µM],1,-9
COc1cc(/C=C2\SC(=O)N(c3ccccc3Cl)C2=O)cc([N+](=O)[O-])c1O,-1,3,-2,-2.2,-6,-1,1
CC1OC(c2ccccc2)OC2COC(c3ccccc3)OC12 (configuration not stated),-1,-4,-2,0.5,-5,-8,-6
C[C@@H]1CN([C@@H](C)CO)C(=O)c2cc(NS(C)(=O)=O)ccc2O[C@H]1CN(C)Cc1ccc2c(c1)OCO2,-5,-1,3,-2.9,0[16.7 µM],-1,-1
CCCCN1C(=O)C(=O)N(CC(=O)N2CCN(c3ccccc3)CC2)C1=O,6,3,0,-1.7,.,-3,-8
COc1ccc(NC(=O)CN(C)S(=O)(=O)c2ccc3c(c2)CCCN3C(C)=O)cc1,?,-2,1,-2.3,.,4,-3
CC(N)c1csc(Nc2ccc(S(C)(=O)=O)cc2)n1 (configuration not stated),6,-1,1,1.7,4,5,0
Cc1ccc(COC(=O)Cc2coc3cc(O)ccc23)cc1,8,0,0,-0.4,.,3,-5
CC(=O)N1CCN(S(=O)(=O)c2cccc(C(=O)Nc3nccs3)c2)CC1,1,-1,1,-2.4,.,5,-3
COc1ccc(S(=O)(=O)Nc2cccc3c2O[C@@H](CN(C)S(=O)(=O)c2cn(C)cn2)[C@H](C)CN([C@H](C)CO)C3=O)cc1,9,3,1,0.9,0[16.7 µM],-1,0
C[C@@H]1CN([C@@H](C)CO)S(=O)(=O)c2ccc(C#CC3(O)CCCC3)cc2O[C@@H]1CN(C)C(=O)Nc1ccc(F)cc1,-6,-1,-2,0.4,47[16.7 µM],-5,2
O=C1Nc2ccccc2O/C1=C\c1ccccc1,-1,1,4,1.2,4,2,0
CCc1ccccc1NC(=O)C1CCCN(c2nccc(C)n2)C1 (configuration not stated),-5,1,-3,0.8,.,-1,1
COc1ccc(C2(C(=O)Nc3ccccc3)CCOCC2)cc1,4,-4,-1,.,.,-3,0
C/C=C/c1ccc2c(c1)O[C@@H](CN(C)CC1CCOCC1)[C@H](C)CN([C@@H](C)CO)S2(=O)=O,1,0,0,1.7,0[16.7 µM],0,0
COc1ccc2[nH]c(C(=O)Nc3ccc(C)c(F)c3)cc2c1,9,-6,4,1.5,.,0,-2
CC(=O)N1CCCCN2[C@H](CO)[C@@H](c3ccc(Br)cc3)[C@H]2C1,5,-1,3,3.4,-3[16.7 µM],7,0
CCOC(=O)C1CCN(C(=O)CCc2ccccc2)CC1,.,-5,4,.,7,-14,-2
COc1ccc(OC)c([N+](=O)[O-])c1C(N)=O,-8,.,-1,1.4,-4,0,2
O=C1NCCNC(=O)c2ccccc2OCCOc2ccccc21,-4,1,4,0.4,.,-1,0
COc1ccc(CCNC(=O)C2CC3Cn4c(nc5cc(Cl)c(Cl)cc54)C3N2C)cc1 (configuration not stated),-4,0,0,0.2,4,0,-33
O=C(NCc1ccco1)c1ccc(Br)c(S(=O)(=O)N2CCCCC2)c1,.,72*,-2,.,.,-1,-3
COCCN(C(=O)COC(=O)/C=C/c1ccc2c(c1)OCO2)c1c(N)n(Cc2ccccc2)c(=O)[nH]c1=O,0,1,3,-3.5,-2,1,0
COC(=O)c1c(-c2ccc(OC)cc2)sc2ccc(N3CCOCC3)cc12,.,-2,-2,0.1,60,-2,.
COc1ccc(C(=O)Nc2cccc3c2CCCC3)cc1OC,2,-2,-2,1.2,-4,3,-5
COc1ccc(S(=O)(=O)N2CCOCC2)cc1NC(=O)CSc1cc(C)ccc1C,4,3,0,-2.0,9,2,-6
C[C@H](CO)N1C[C@H](C)[C@@H](CN(C)Cc2ccccc2F)Oc2cc(C3=CCCC3)ccc2S1(=O)=O,-8,1,0,-2.3,40[16.7 µM],3,2
Cc1noc(C)c1NC(=O)N(C)C[C@H]1OCCCC[C@H](C)Oc2ccc(NC(=O)c3ccncc3)cc2C(=O)N([C@@H](C)CO)C[C@@H]1C,8,-2,0,-2.2,-8[16.7 µM],4,-2
COc1ccc(-c2cn(-c3ccc(Cl)cc3)c3[n+]2CCCCC3)cc1,-5,-1,2,-1.7,.,7,0
FC(F)(F)c1cc(-c2ccco2)nc2ncnn12,-16,-1,0,.,-2,0,-1
CCNC(=O)C[C@H]1CC[C@@H]2[C@@H](COc3ccc(NC(=O)c4ccccc4Cl)cc3C(=O)N2C)O1,10,.,.,2.5,42[16.7 µM],.,.
O=C(NC1CCN(Cc2ccccc2)CC1)c1ccc(Oc2cc(Cl)cc(Cl)c2)o1,1,-2,0,0.9,0,?,-2
CS(=O)(=O)c1ccccc1C(=O)Nc1cc(Cl)ccc1-n1cncn1,10,-2,-6,0.5,6,-6,0
COC(=O)COc1c(Cl)cc(C(c2c(C)[nH][nH]c2=O)c2c(C)[nH][nH]c2=O)cc1OC,1,2,1,-0.4,.,0,-3
CCOC(=O)N1CCN(C(=O)C2CCCN(S(=O)(=O)c3c(C)cc(C)cc3C)C2)CC1 (configuration not stated),-9,3,-1,1.3,.,2,0
